hIAP block = human IAP inhibition; purified IAP, CDP-Star luminescence, 30 min; actives 0.12% (n = 330,000); inhibition, % at 10 µM; P09923;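 active means inhibition reaching a set limit with compound at 10 µM in the primary screen, cut at about 35% in these data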;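 further: plate controls were DMSO wells with enzyme for no effect and no-enzyme buffer wells for full effect; values of inactives mirror those of a sister screen read the other way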
Target sequence (P09923 whole entry, looked up): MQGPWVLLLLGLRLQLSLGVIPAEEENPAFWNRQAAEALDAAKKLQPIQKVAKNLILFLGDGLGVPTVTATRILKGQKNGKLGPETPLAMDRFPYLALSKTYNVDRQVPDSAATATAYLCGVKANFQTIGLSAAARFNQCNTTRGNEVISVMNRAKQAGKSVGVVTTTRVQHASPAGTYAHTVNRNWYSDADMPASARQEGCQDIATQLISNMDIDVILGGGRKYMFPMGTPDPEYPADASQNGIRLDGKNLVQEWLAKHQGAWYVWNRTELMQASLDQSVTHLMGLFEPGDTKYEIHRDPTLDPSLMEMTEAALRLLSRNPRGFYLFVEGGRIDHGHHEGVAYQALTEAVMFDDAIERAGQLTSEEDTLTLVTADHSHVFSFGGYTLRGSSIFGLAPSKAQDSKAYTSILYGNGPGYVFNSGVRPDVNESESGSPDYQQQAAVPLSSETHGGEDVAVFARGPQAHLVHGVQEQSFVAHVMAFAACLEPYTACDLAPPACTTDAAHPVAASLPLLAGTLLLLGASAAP
MIN6 prolif = inducers of beta-cell replication in MIN6 cells. proliferation, % at 10 µM. MIN6 cells proliferation, ATPlite luminescence, 48 h; cells starved in 0.2% serum; 100% = growth in 10% serum. actives 0.29% (n = 330,000). AID 2380;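 active means compounds whose signal lies at least 3.5 SD above the mean of all wells on their plate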;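 further: 0% = DMSO-treated cells in low-serum medium and 100% = 10% serum control; some compounds called inactive have numbers as strong as hits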
mIAP activ = mouse IAP activation. muIAP, CDP-Star luminescence, 30 min; stronger effect = higher value; 1 = vehicle-only enzyme signal, 0 = enzyme-free wells. activation factor at 10 µM. actives 0.24% (n = 330,000);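 active means activation factor of at least 2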; further: the source names both 10 and 20 µM as test concentration; values of inactives mirror those of a sister screen read the other way
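Assay system: mouse IAP enzyme / Compound: DMSO-dissolved test compounds / Timing: 30 min, room temperature / Measured by: luminescence from enzymatic CDP-Star hydrolysis / Control set: DMSO-only wells, enzyme-free buffer wells as negative control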
A3A deaminase = inhibitors of human APOBEC3A DNA deaminase. recombinant A3A, FAM/TAMRA ssDNA deamination fluorescence. actives 0.41% (n = 330,000). AID 493011. P31941. inhibition, % at 20 µM;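 active means at least 40% inhibition at 20 µM here, with at most 30% in a related deaminase screen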;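 further: plate controls were A3A with DMSO for no effect and wells lacking A3A enzyme for full effect; some results filed as inactive read as strong as hits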
Target sequence (P31941 whole entry, looked up): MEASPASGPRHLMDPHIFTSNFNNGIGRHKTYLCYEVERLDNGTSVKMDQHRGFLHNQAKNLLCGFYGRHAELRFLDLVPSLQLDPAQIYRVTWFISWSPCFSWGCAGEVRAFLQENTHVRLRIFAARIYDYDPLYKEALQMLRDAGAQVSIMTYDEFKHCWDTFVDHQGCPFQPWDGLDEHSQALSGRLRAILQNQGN
A3G deaminase = blocks human APOBEC3G single-stranded DNA deamination; recombinant A3G, ssDNA deamination FAM/TAMRA fluorescence; actives 0.28% (n = 330,000); Q9HC16; inhibition, % at 20 µM; AID 493012;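 active means inhibition of at least 40% at 20 µM, with no more than 30% in the related APOBEC3A deaminase screen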;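 further: plate controls were DMSO wells with A3G for no effect and wells lacking A3G enzyme for full effect; some compounds called inactive have numbers as strong as hits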
MPTP block = blocks calcium-induced mitochondrial swelling; inhibition, % at 10 µM; actives 1.4% (n = 360,000); isolated mouse mitochondria, Ca2+ swelling absorbance, 30 min; AID 602449;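 active means inhibition of 50% or more, scaled per plate between neutral and stimulator controls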;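 further: 0% = DMSO wells given calcium and 100% = 1 mM EGTA wells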
hIAP activ = human IAP activation | P09923 | purified human IAP, CDP-Star luminescence, 30 min; stronger effect = higher value; 1 = vehicle-only enzyme, 0 = enzyme-free background | activation factor at 10 µM | actives 0.16% (n = 330,000);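 active means activation factor of the enzyme at least 2-fold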; further: the source names both 10 and 20 µM as test concentration; values of inactives mirror those of a sister screen read the other way
mIAP inh = blocks mouse intestinal alkaline phosphatase. purified mouse IAP, CDP-Star luminescence, 30 min. inhibition, % at 10 µM. actives 0.2% (n = 330,000). AID 2806;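 active means inhibition of at least 40% at 10 µM in the primary screen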;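 further: plate controls were DMSO with enzyme for no effect and no enzyme wells for full effect; values of inactives mirror those of a sister screen read the other way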
ATG4B inh = blocks human ATG4B protease cleavage of LC3 substrate | Q9Y4P1 | ATG4B cleavage of LC3-PLA2, NBD-HPC fluorescence, 1 h | inhibition, % at 8.33 µM | actives 0.51% (n = 340,000) | AID 504462; in the data active means inhibition above about 40%
Target sequence (Q9Y4P1 whole entry, looked up): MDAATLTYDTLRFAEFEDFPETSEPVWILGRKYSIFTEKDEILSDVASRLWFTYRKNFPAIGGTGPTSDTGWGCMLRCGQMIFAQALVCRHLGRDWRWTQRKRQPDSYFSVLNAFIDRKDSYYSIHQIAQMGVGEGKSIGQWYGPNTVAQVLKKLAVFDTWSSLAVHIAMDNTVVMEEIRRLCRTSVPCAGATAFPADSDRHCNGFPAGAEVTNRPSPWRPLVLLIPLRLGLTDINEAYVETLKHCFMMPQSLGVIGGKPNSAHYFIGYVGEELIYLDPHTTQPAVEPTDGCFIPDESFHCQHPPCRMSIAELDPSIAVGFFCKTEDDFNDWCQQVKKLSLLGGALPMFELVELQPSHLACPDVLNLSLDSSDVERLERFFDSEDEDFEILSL
Active calls of the source: *; · = not tested or not shown.

Values run as follows: hIAP block | MIN6 prolif | mIAP activ | A3A deaminase | A3G deaminase | MPTP block | hIAP activ | mIAP inh | ATG4B inh
> O=C1CCCN1C(=O)COc1cc(F)ccc1[N+](=O)[O-]
 : -9 | -1 | 0.96 | -2 | -9 | -1.9 | 1.1 | 4 | 2
> O=C(NCc1csc(-c2cccs2)n1)c1cccc(Cl)c1
 : 4 | 0 | 1.1 | -2 | -11 | 5.7 | 0.96 | -6 | 0
> CCOC(=O)C1CCN(S(=O)(=O)c2cccc(-c3cn4cccnc4n3)c2)CC1
 : -13 | -1 | 0.98 | -2 | -4 | -2.3 | 1.1 | 2 | -13
> O=C(Nc1nnc(S(=O)(=O)N2CCCC2)s1)c1ccccc1Cl
 : 0 | 0 | 0.95 | -3 | -3 | -2.6 | 1 | 5 | -2
> CS(=O)(=O)N(Cc1ccc(C(=O)NCc2ccco2)cc1)c1ccccc1
 : -4 | 0 | 1 | -1 | -3 | 21 | 1 | -3 | -3
> COc1cc(/C=N/NC(=O)CSc2n[nH]c(=O)[nH]c2=O)cc(OC)c1O
 : -18 | -2 | 0.96 | -6 | -7 | -0.6 | 1.2 | 4 | 4
> O=C1C=C(c2ccc(C(=O)O)cc2)C[C@@H](c2ccc(F)cc2)C1
 : 13 | -2 | 0.9 | 0 | -3 | 2.6 | 0.87 | 10 | 9
> CC(C)NC(=O)COc1ccc(OCc2ccccc2)cc1
 : 10 | 0 | 1.1 | 3 | -8 | -1.0 | 0.9 | -5 | -2
> COc1ccccc1CCC(=O)Nc1ccc(S(=O)(=O)Nc2nccs2)cc1
 : 3 | 13* | 1 | -3 | -6 | -1.3 | 0.97 | -1 | 3
> Cc1ccc(S(=O)(=O)c2nc(NCCCn3ccnc3)sc2Cl)cc1
 : -8 | -3 | 0.95 | -2 | -5 | 2.8 | 1.1 | 4 | -7

(listing goes on)
Values run as follows: hIAP block | MIN6 prolif | mIAP activ | A3A deaminase | A3G deaminase | MPTP block | hIAP activ | mIAP inh | ATG4B inh
> CCOC(=O)c1c(NC(=O)CSc2nccc(=O)[nH]2)sc(C)c1C
 : -36 | -3 | 1.1 | -1 | -10 | -0.2 | 1.4 | -7 | 4
> O=C(CNc1ccc2c(c1)OCO2)N/N=C\c1cn(Cc2ccccc2)c2ccccc12
 : 6 | 1 | 0.83 | -2 | -1 | 2.8 | 0.94 | 17 | 36
> Cc1cccnc1NC(=O)c1ccc(NS(=O)(=O)/C=C/c2ccccc2)cc1
 : 22 | 2 | 0.98 | -1 | -5 | -0.1 | 0.78 | 2 | 1
> O=C(Cc1cc(=O)oc2cc(O)ccc12)NC(Cc1ccc(Cl)cc1)C(=O)O (configuration not stated)
 : -8 | -1 | 1 | -1 | -5 | -0.8 | 1.1 | -3 | -2
> COC(=O)C1=C(C)NC2=C(C(=O)CCC2)C1c1ccc(-c2ccsc2C(=O)OC)o1 (configuration not stated)
 : 14 | 5 | 0.95 | 10 | 0 | 1.3 | 0.86 | 5 | -21
> O=C(NCCCCc1ccccc1)C12CN(Cc3ccccc3)CC1C(c1ccc([N+](=O)[O-])cc1)=NO2 (configuration not stated)
 : 7 | -3 | 0.98 | 0 | -10 | 3.3 | 0.93 | 2 | 2
> O=Cc1cccc(OC(=O)c2ccc(Cl)cc2Cl)c1
 : 2 | -3 | 1 | 2 | 1 | · | 0.98 | 0 | ·
> Cc1cc(-c2ccccc2)n2nc(C)c(-c3ccccc3)c2n1
 : -1 | -2 | 0.92 | -2 | -6 | -1.7 | 1 | 8 | -9
> CCNc1nc(NCC)n2c(SCC(=O)Nc3ccc(F)cc3)nnc2n1
 : 6 | 2 | 1.1 | 13 | -3 | 0.6 | 0.94 | -5 | -1
> O=C(CSc1ccc(Br)cc1)NC1CCCCCC1
 : 19 | -1 | 1.2 | -4 | -9 | -1.8 | 0.81 | -21 | -4

(further entries)
Values run as follows: hIAP block | MIN6 prolif | mIAP activ | A3A deaminase | A3G deaminase | MPTP block | hIAP activ | mIAP inh | ATG4B inh
> Cc1ncc([N+](=O)[O-])n1Cc1ccccc1
 : 7 | 1 | 1 | -1 | -6 | -3.6 | 0.93 | -2 | -3
> CCOC(=O)C(Sc1nnc2c3ccccc3n(CC)c2n1)C(=O)OCC
 : -9 | 2 | 1 | 0 | -4 | 0.6 | 1.1 | -1 | 0
> COc1cccc(CNC(=O)CNC(=O)c2cccs2)c1
 : 11 | 2 | 0.92 | -3 | 2 | 2.0 | 0.89 | 8 | 1
> COc1ccccc1-c1cc(C(=O)NCc2ccco2)no1
 : 7 | -3 | 1.1 | -4 | -7 | 0.8 | 0.93 | -7 | 1
> COC(=O)Cc1cc(=O)n2[nH]c(C)nc2n1
 : 3 | -1 | 0.97 | 1 | 2 | -0.9 | 0.97 | 3 | -1
> CCCc1nnc(NC(=O)CCC(=O)O)s1
 : -6 | 2 | 1 | -2 | -3 | -0.9 | 1.1 | -4 | 11
> C=CCn1c(C)nnc1SCC(=O)c1c(N)n(C2CC2)c(=O)[nH]c1=O
 : 6 | 0 | 1 | 7 | -13 | -0.9 | 0.94 | -4 | -3
> CCc1ccccc1NC(=O)CNC(=O)c1n[nH]c(=O)c2ccccc12
 : 5 | -2 | 1 | -3 | -8 | -0.6 | 0.95 | -1 | -9
> CCOC(=O)N1CCN(Cc2nc(N)nc(Nc3ccc(OC)cc3)n2)CC1
 : -16 | 2 | 0.99 | -2 | -4 | -0.5 | 1.2 | 0 | -6
> CCc1ccc(-c2nc(CS(=O)CC(=O)NC3CCCCCC3)c(C)o2)cc1 (configuration not stated)
 : -22 | 0 | 0.98 | -6 | -4 | -1.9 | 1.2 | 2 | 9

New compounds follow.
Values run as follows: hIAP block | MIN6 prolif | mIAP activ | A3A deaminase | A3G deaminase | MPTP block | hIAP activ | mIAP inh | ATG4B inh
> O=Cc1cc(-c2ccccc2)[nH]c1-c1ccccc1
 : 9 | -3 | 0.99 | -2 | -10 | 1.6 | 0.91 | 1 | 7
> CCOc1ccc(C(C)=O)cc1CN1C(=O)c2ccccc2S1(=O)=O
 : -10 | -1 | 0.99 | -3 | -8 | -0.4 | 1.1 | 1 | 4
> CC1(C)CC(=O)C(C=NCCCN2CCCC2=O)=C(O)C1
 : 7 | -4 | 0.87 | 1 | -1 | -0.1 | 0.93 | 13 | 1
> O=C(CNC(=S)N(CCCN1CCOCC1)Cc1cccs1)N1CCOCC1
 : -17 | -1 | 1.1 | 1 | -2 | -1.4 | 1.2 | -5 | -2
> Cc1ccccc1S(=O)(=O)N1[C@@H](c2ccc(Cl)cc2)C(C(=O)O)=CC[C@H]1c1ccc(Cl)cc1
 : -10 | -5 | 0.91 | -2 | -1 | 1.2 | 1.1 | 10 | 27
> COc1ccc(NC(=O)CCC2COc3ccccc3O2)c(OC)c1 (configuration not stated)
 : 21 | -1 | 1 | -3 | -3 | 0.8 | 0.79 | 0 | 5
> COc1cccc(NC(=O)CSc2nc3ccccc3c(=O)n2CCCC(=O)NCCCN2CCOCC2)c1
 : -18 | -2 | 0.96 | 13 | -3 | 2.3 | 1.2 | 4 | -7
> Cc1cccc(C(=O)Oc2ccccc2C(=O)N2CCOCC2)c1
 : -2 | -2 | 0.95 | 0 | -6 | -0.4 | 1 | 5 | -1
> Cc1cccc2sc(NC(=O)CN3C(=O)NC4(CCCC4)C3=O)nc12
 : -19 | -3 | 0.95 | -4 | -5 | -0.2 | 1.2 | 5 | -11
> Cc1ccc(NC(=S)N(CCN(C)C)C(C)c2cccnc2)cc1 (configuration not stated)
 : -8 | 1 | 0.99 | 1 | -2 | 5.0 | 1.1 | 1 | 2

Following part
Values run as follows: hIAP block | MIN6 prolif | mIAP activ | A3A deaminase | A3G deaminase | MPTP block | hIAP activ | mIAP inh | ATG4B inh
> Clc1c(Cl)c(Cl)c2n[nH]nc2c1Cl
 : 14 | -3 | 1 | -1 | -5 | 72* | 0.86 | -5 | 11
> CC(CO)(CO)NCc1ccc(-c2ccccc2)cc1
 : 3 | 0 | 0.98 | 0 | -10 | 34 | 0.97 | 2 | 5
> CS(=O)(=O)N(CCc1ccccc1)CC(=O)Nc1ccccc1
 : -15 | 0 | 1.2 | 6 | 0 | 0.0 | 1.2 | -19 | -8
> COc1ccc(C(CNC(=O)c2cc3c(s2)CCC(C)C3)N2CCCC2)cc1 (configuration not stated)
 : 3 | -8 | 1 | 1 | -5 | -0.4 | 0.97 | -2 | 2
> COc1cc2cc(CCOC(=O)c3ccc(C(F)(F)F)cc3)oc(=O)c2cc1OC
 : -6 | 3 | 1.1 | -5 | -11 | -0.9 | 1.1 | -11 | -4
> COC(=O)[C@H](C(C)C)N(Cc1ccccc1)S(=O)(=O)CCN1CCCC1
 : · | · | 1 | 0 | 2 | 7.0 | · | -5 | -4
> COc1ccnc(N2CCN(c3ccccc3)CC2)c1C#N
 : -22 | 0 | 0.95 | -6 | -5 | -0.3 | 1.2 | 4 | 5
> Nc1ccc(Oc2ccc3c(c2)C(=O)N(CC2CCCO2)C3=O)cc1 (configuration not stated)
 : 7 | -1 | 1 | -5 | -10 | 3.1 | 0.93 | -1 | 0
> COc1ccccc1NC(=O)Cn1c(CN2CCCCC2)nc2ccccc2c1=O
 : -5 | 1 | 1 | 1 | 0 | -3.1 | 1.1 | -4 | -4
> Cc1ccc2nc(Nc3ccc(C)c(Cl)c3)c3nncn3c2c1
 : -4 | -7 | 0.99 | -2 | -10 | 1.3 | 1 | 1 | 6

Next part.
Values run as follows: hIAP block | MIN6 prolif | mIAP activ | A3A deaminase | A3G deaminase | MPTP block | hIAP activ | mIAP inh | ATG4B inh
> O=C(NCc1nc2ccccc2[nH]1)C1=C[C@@H](C2CCCCC2)C[C@@H](OCc2ccc(CO)cc2)O1
 : 2 | -7 | 1.1 | -4 | -4 | 28 | 0.98 | -10 | -9
> CCOC(=O)c1sc2nc(CSc3ccccc3Cl)[nH]c(=O)c2c1C
 : 3 | -3 | 0.91 | 4 | -2 | 0.4 | 0.97 | 9 | -14
> Cc1cc(=O)oc(C)c1C(=O)NCCN1CCOCC1
 : -11 | 0 | 0.98 | -1 | -7 | 2.4 | 1.1 | 2 | -5
> CCOCc1cc(CN2CCC(CCC(=O)NC3CC3)CC2)ccc1OC
 : 8 | -3 | 0.98 | -1 | -2 | 0.3 | 0.92 | 2 | -1
> O=C(Nc1ccncc1)c1ccc2c(c1)C(=O)N(C1CCCCC1)C2=O
 : 8 | 3 | 1.1 | -2 | -1 | 91* | 0.93 | -10 | -10
> CCCNC(=O)Cc1c(C)n(C(=O)c2ccc(Cl)cc2)c2ccc(OC)cc12
 : -12 | -6 | 1 | 0 | -6 | -1.3 | 1.1 | -5 | -2
> O=C(CNC(=O)c1ccco1)N=Nc1c(O)[nH]c2ccc([N+](=O)[O-])cc12
 : -20 | -2 | 0.85 | 0 | -7 | 0.2 | 1.2 | 15 | 4
> CCOc1ccc(Nc2cc(=O)[nH]c(=O)[nH]2)cc1
 : 5 | 0 | 0.93 | -9 | -14 | -0.6 | 0.95 | 7 | -3
> CC(=O)c1cc(CN2CCN(C3CCCCC3)C(CCO)C2)cs1 (configuration not stated)
 : 14 | 0 | 1 | -1 | -2 | 1.9 | 0.85 | 0 | -2
> C/C(=N\NC(=S)NCc1ccccc1)c1ccc2ccccc2c1OC(F)F
 : -12 | -7 | 0.99 | 1 | -2 | 1.6 | 1.1 | 1 | -4
> COc1ccccc1NC(=O)N1CCCC1C(=O)NCc1ccc(F)cc1 (configuration not stated)
 : 17 | -2 | 0.99 | 2 | -2 | -1.0 | 0.83 | 1 | -11
> COC(=O)c1cccc(NC(=O)c2ccccc2)c1
 : -1 | -1 | 0.96 | -1 | -8 | 0.9 | 1 | 4 | -4
> CSc1ccc(CN(C)CC(=O)Nc2c(F)cccc2F)cc1
 : -21 | -4 | 0.98 | 3 | -2 | 0.3 | 1.2 | 2 | 4
